# Source: PubChem BioAssay (National Center for Advancing Translational Sciences (NCATS))
# GLP1R inv ag = GLP-1 receptor (human) inverse agonism; P43220; HEK293 GLP-1R CRE-luciferase, luminescence, 24 h; GLP-1R form is constitutively active; Potency, µM (highest dose often 38.3 µM), without a hit: at the highest dose activity change, negative = inhibition, most hits filed as inhibitors; hit rate 1.6% among 410,000; AID 624417; further: on the % scale 0 is the no-effect control and ±100 the full control effect; nearly all actives have a fitted effect of over 55% in size
# Target sequence (P43220 whole entry, looked up): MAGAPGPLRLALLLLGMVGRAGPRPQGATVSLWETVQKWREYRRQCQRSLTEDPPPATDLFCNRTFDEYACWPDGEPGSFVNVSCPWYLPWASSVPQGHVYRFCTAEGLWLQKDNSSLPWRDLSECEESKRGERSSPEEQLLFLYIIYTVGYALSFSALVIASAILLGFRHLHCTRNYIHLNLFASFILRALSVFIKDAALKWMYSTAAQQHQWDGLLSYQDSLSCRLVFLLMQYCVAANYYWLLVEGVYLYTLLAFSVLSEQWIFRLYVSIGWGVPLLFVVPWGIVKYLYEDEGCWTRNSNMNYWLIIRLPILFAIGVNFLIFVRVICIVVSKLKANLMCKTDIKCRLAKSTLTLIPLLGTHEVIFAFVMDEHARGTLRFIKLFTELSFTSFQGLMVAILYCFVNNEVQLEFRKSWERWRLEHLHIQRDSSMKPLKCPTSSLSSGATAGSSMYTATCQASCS
#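 Inverse agonists were sought by their lowering of basal cAMP reporter luciferase output in HEK293 cells stably carrying constitutively active human GLP-1R, after 24 h compound treatment.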
# SW480 rereplic = induces DNA re-replication in SW480 colon adenocarcinoma cells | SW480 DNA re-replication, Hoechst DNA content imaging, 48 h | Potency, µM (highest dose often 46.1 µM), for inactives: at the highest dose re-replication activation, hits mostly activators | hit rate 1.8% among 340,000 | AID 624297; further: % of control where 0% means no effect; nearly all actives have a fitted effect of over 55% in size
#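 Quantitative HTS format with DMSO vehicle controls; 48 hr drug incubation at 37 C, then 40 min Hoechst staining and scanning imager measurement at 405 nm excitation.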
# GLP1R cytotox = cytotoxic in the GLP-1 receptor inverse agonist counter-screen; HEK293 cAMP-luciferase reporter cells, luminescence, 24 h; Potency, µM (doses to about 38.3 µM), for inactives: at the top dose activity change, negative = inhibition, most hits filed as inhibitors; hit rate 0.13% among 410,000;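 further: loss of luciferase light is scored as toxicity; on the % scale 0 is the no-effect control and ±100 the full control effect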
#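 Cells in DMEM/10% Nu serum/1% pen-strep, 1536-well format. Pre-incubated 12 h, dosed with 23 nL compound, incubated a further 24 h. Luciferase detection, 12 min at room temp, luminescence.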
# GLP-1R agonist = GLP-1 receptor (human) agonism | HEK293 GLP-1R CRE-luciferase, luminescence, 4-6 h; cells express a hypersensitive GLP-1R form | Potency, µM (top dose mostly 45.6 µM), inactives show top-dose activation, usual class: activators | hit rate 0.007% among 380,000 | AID 624172; further: % of control where 0% means no effect
# KB-3-1 cytotox = KB-3-1 parental cell cytotoxicity; KB-3-1 viability, CellTiter-Glo ATP luminescence, 72 h; Potency, µM (titrated, usually from 46.1 µM), without a hit: at the highest dose activity change, negative = cytotoxic, actives largely listed as cytotoxic; hit rate 1.4% among 400,000; AID 1347075; further: on the % scale 0 is the no-effect control and ±100 the full control effect; nearly all actives have a fitted effect of over 60% in size
#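 Cytotoxicity measured as CellTiter-Glo luminescence after 72 h at 37 C. Compound titrations were pinned onto drug-naive KB-3-1 parental adenocarcinoma cells grown in DMEM with 10% FBS, and normalized data fitted to concentration-response curves.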
# TDP-43 yeast inh = TDP-43 toxicity inhibition in yeast | TDP-43 expressing yeast growth rescue, BacTiter-Glo, 24 h | Potency, µM (top dose mostly 46.1 µM), for inactives: top-dose growth rescue (activation), most hits filed as activators | hit rate 1.8% among 410,000 | AID 652104; further: % of control where 0% means no effect; nearly all actives have a fitted effect of over 50% in size
#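 Yeast expressing TDP-43 (pregrown in raffinose, seeded at OD600=0.02 in galactose medium) exposed to compounds 24 hr at 30 deg C. Growth read by BacTiter-Glo luminescence; rescue of toxicity appears as increased signal.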
# KB-V1 cytotox = kills drug-selected multidrug resistant KB-V1 cells; KB-V1 MDR cells viability, CellTiter-Glo, 72 h; Potency, µM (doses to about 46.1 µM), for the others: at the top dose activity change, negative = cytotoxicity, actives largely listed as cytotoxic; hit rate 3.4% among 400,000; AID 1347076; further: on the % scale 0 is the no-effect control and ±100 the full control effect; nearly all actives have a fitted effect of over 60% in size
#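 KB-V1, DMEM (no phenol red) + 10% FBS; cpd pin-transferred, titration series; 72 h, 37 degrees C; CellTiter-Glo, luminescence. Data normalized, curve-fit.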
# HT1080NT lethal = kills 2HG-producing HT-1080-NT fibrosarcoma cells; Potency, µM (series often up to 46.1 µM), for the others: at the highest dose activity, negative = less viability, most hits filed as cytotoxic; HT-1080-NT fibrosarcoma viability, CellTiter-Glo ATP luminescence, 48 h; hit rate 1.6% among 360,000;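 further: NT is the 2HG producing partner of a matched IDH1 knockdown line; 0% = DMSO-treated cells and -100% = media-only wells without cells; nearly all actives have a fitted effect of over 55% in size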
#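 Viability by CellTiter-Glo luminescence after 48 h compound exposure at 37C of HT-1080-NT cells (750/well, RPMI, 5% FBS). % activity scaled between DMSO wells and medium-only wells, then curve-fitted and categorized by curve class.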
# HT1080 IDH1KD tx = toxicity to HT-1080 IDH1 knockdown cells (counter line). HT-1080 IDH1 knockdown viability, ATP luminescence, 48 h. Potency, µM (top dose mostly 46.1 µM), for inactives: at the top dose activity, negative = toxicity, actives largely listed as cytotoxic. hit rate 2% among 360,000. AID 686971;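 further: 0% = DMSO wells and -100% = cell-free medium wells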
#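 HT-1080-IDH1KD cells (IDH1 knocked down), 750/well in RPMI with 5% FBS, treated with compound 48 h at 37 degrees C. Viability by CellTiter-Glo luminescence, normalised to DMSO and no-cell wells; concentration-response curves classed.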
# Active calls of the source: *; ? = inconclusive; . = not tested or not shown; [ ] = dose if it differs, or a comment. The call rests on the fitted dose curve; in most records, active means well fitted curve in the direction sought with a large enough effect; inconclusive means small, poorly fitted or top-dose-only effect, or another doubt; inactive means no such curve, though single readings can be large; an effect the other way counts as inactive or inconclusive. Potency means the concentration at half of the fitted maximal effect. This is a random part of the collection. About 9.4% of those tested had a hit in this group.
Structure	GLP1R inv ag	SW480 rereplic	GLP1R cytotox	GLP-1R agonist	KB-3-1 cytotox	TDP-43 yeast inh	KB-V1 cytotox	HT1080NT lethal	HT1080 IDH1KD tx
CCc1cccc(C)c1NC(=O)CCS(=O)(=O)c1ccc2c(c1)oc(=O)n2C	-1.1%	.	25.2%	.	13.1%	8.6%	11.8%	.	.
Nc1ncnc2c1ncn2[C@@H]1O[C@H](C(=O)NCC2CCN(Cc3ccccc3)CC2)[C@@H](O)[C@H]1O	16.7%	.	1.4%	-2.2%	0.0%	16.9%	-3.6%	12.3%	16.0%
CCc1ccccc1NC(=O)C1=CN2CCS(=O)(=O)N=C2C=C1	10.8%	-1.0%	-6.8%	-7.8%	3.8%	15.1%	3.3%	7.1%	7.5%
CCCCNc1nc(Oc2ccc(=O)n(C)n2)nc(N2CCOCC2)n1	11.9%	.	-0.4%	.	-8.4%	31.8%	-8.9%	.	.
O=C(CC1C(=O)NCCN1Cc1cccc(Oc2ccccc2)c1)NCCc1ccccn1 (stereo not given)	-16.7%	-1.5%	-13.9%	5.6%	-12.0%	-5.3%	-12.0%	-5.0%	-6.1%
COc1ccccc1CNC(=O)CN1C(=O)NC2(CCCc3ccccc32)C1=O (stereo not given)	-13.5%	-6.1%	2.9%	1.2%	0.8%	3.8%	0.0%	-12.1%	8.7%
CCOC1=C2CN(S(=O)(=O)c3ccc(Cl)cc3)[C@H](c3ccccc3)C[C@@H]2N(S(=O)(=O)c2ccc(C)cc2)[C@H](c2ccccc2)C1	45.5%[activator]	.	1.0%	-3.6%	-2.4%	20.3%	2.3%	20.9%	5.1%
CC1C(=O)Nc2ccc(S(=O)(=O)N3CCc4ccccc4C3)cc2NC1=O (stereo not given)	-20.6%	-1.6%	-3.3%	3.8%	-8.2%	19.2%	0.0%	-14.8%	-9.1%
O=C(CN(C(=O)c1cc2c(s1)CCC2)C1CCCC1)NCc1cccs1	?	-0.4%	-26.3%	0.7%	-8.0%	-0.9%	-5.4%	-7.3%	4.5%[9.24 µM]
O=C(NCCN1CCN(C(=O)c2ccc(Br)cc2)CC1)c1ccc(Br)cc1	?	-6.2%	-9.0%	-0.9%	?	-6.1%	?	-5.6%	?
CC[C@]12c3[nH]c4cc(-c5ccco5)ccc4c3CCN1C(=O)[C@@H](CC(=O)NC/C=C(\C)CCC=C(C)C)C[C@@H]2C(=O)N1CCN(C(=O)c2ccco2)CC1	?	0.8%	-16.2%	2.6%	?	6.1%	?	-20.3%	?
CCOc1ccc(N2CC(O)=C(c3nc4ccccc4c(=O)[nH]3)C2=N)cc1	2.7%	-3.4%	-15.9%	6.6%	-5.0%	-14.0%	-7.7%	7.8%	4.0%
Cc1ccnc(NS(=O)(=O)c2ccc(-n3cccn3)cc2)c1	18.0%	-7.4%	4.7%	-1.3%	-4.0%	14.6%	15.3%	-9.7%	-1.3%
O=C(c1ccco1)N1N=C2CCCCCC2C1(O)C(F)(F)F (stereo not given)	-17.7%	0.6%	-5.8%	24.7%	-0.1%	6.7%	2.2%	4.1%	7.9%
COc1ccc(N/C=C/C(=O)c2ccc(OC)c(OC)c2)cc1	63.9%[activator]	11.6%	-9.6%	?	4.8%	-19.2%	?	?	?
CCCCOc1nc2c(c(=O)n(C)c(=O)n2C)n1C	-4.1%	?	-16.8%	15.1%	3.9%	-4.8%	-6.3%	7.3%	5.2%
Cc1cc(C)n(-c2nc3c(c(=O)[nH]c(=O)n3C)n2CC(C)C)n1	6.1%	-4.2%	23.7%	17.3%	0.9%	13.6%	18.4%	0.6%	7.2%
Cc1ccc(NS(=O)(=O)c2cccc(C(=O)Nc3cccnc3)c2)c(C)c1	-20.0%	-6.7%	-1.1%	-6.9%	?	19.0%	-27.5%	-7.7%	-0.1%
COC(=O)CCC(=O)N1CCC(Oc2cccc(C(=O)NCc3ccccn3)c2)CC1	-10.2%	.	-3.0%	3.6%	1.7%	-0.8%	-3.9%	0.5%	-0.1%
CN(CC(=O)Nc1ccccc1Br)C(=O)CN1CCN(Cc2cccc(Cl)c2)CC1	-37.5%	-0.5%	0.1%	-1.0%	.	-5.0%	.	0.0%	0.3%
CC(C)CC(OC(=O)c1ccco1)C(=O)NC1CCCCC1 (stereo not given)	-7.6%	-6.6%	-8.0%	0.1%	0.0%	0.6%	14.0%	5.1%	-1.3%
Cc1c(C(=O)N2CCCC2)sc(NC(=O)c2ccc(Cl)cc2)c1C#N	5.3%	-3.1%[9.22 µM]	-2.6%	-0.2%	-9.6%	-1.3%	-26.8%	-26.0%	-16.5%
COc1ccc(Cl)cc1S(=O)(=O)Nc1ccc(Cl)cn1	-12.9%	-4.9%	3.3%	-5.4%	-3.2%	18.8%	-15.2%	-1.7%	-2.7%
CCN(CC)C(=O)[C@H]1C[C@H](CC(=O)NCCCN(C)C)C(=O)N2CCc3c([nH]c4cc(-c5ccco5)ccc34)[C@]12C	?	-28.3%	-0.9%	-1.7%	3.9%	10.0%	17.2%	-24.1%	-14.6%
COc1ccccc1C(=O)c1cn(CC(=O)Nc2ccccc2F)c2nc(C)ccc2c1=O	3.0%	.	0.6%	.	7.4%	19.2%	7.1%	.	.
N#C/C(=C\c1cccc(F)c1)c1nc(-c2cc3ccccc3oc2=O)cs1	1.7%	.	-8.4%	.	11.8%	5.9%	?	.	.
O=C(CN(Cc1ccco1)C(=O)CNS(=O)(=O)c1ccc(Cl)cc1)NCc1ccco1	-26.4%	-59.0%	-2.1%	8.4%	1.1%	-4.9%	2.0%	-10.6%	1.9%
O=C(NCc1ccccc1)c1cccc(COc2cc(Cl)ccc2Cl)c1	-7.8%	?	10.2%	-19.0%	-14.7%	-9.0%	20.6µM*	-7.8%	-21.0%
O=C(NCc1ccc(F)cc1)c1cc(C2CCCCN2S(=O)(=O)c2cccs2)on1 (stereo not given)	-26.7%	.	0.3%	4.1%	0.0%	21.8%	-1.0%	27.2%	20.6%
CSc1nc2nc(C)c(CCC(=O)OCC(=O)Nc3ccc(F)cc3)c(C)n2n1	-14.6%	-3.5%	-5.7%	-0.1%	19.8%	-12.1%	?	4.8%	6.3%

# Going on with the list.
compound	GLP1R inv ag	SW480 rereplic	GLP1R cytotox	GLP-1R agonist	KB-3-1 cytotox	TDP-43 yeast inh	KB-V1 cytotox	HT1080NT lethal	HT1080 IDH1KD tx
O=C(Nc1c(Cl)cccc1Cl)c1cc(-c2ccco2)on1	10.1%	-13.8%	-15.8%	11.2%	7.0%	-8.1%	6.8%	19.3%	17.7%
CC1=NN(c2ccccc2)C(=O)/C1=C\c1c(C)[nH]n(-c2ccccc2)c1=O	4.9%	2.0%	-21.4%	-6.5%	-0.1%	17.6%	-0.8%	-2.4%	3.6%
CCOc1ccc(-c2cc(N)n(S(=O)(=O)c3cccc4nsnc34)n2)cc1	?	14.4%	5.6%	16.2%	-0.3%	13.4%	15.8%	-2.6%	-0.5%
Cc1ccc(-c2nn(-c3ccccc3)cc2/C=N/NC(=O)c2ccncc2)o1	-8.6%	?	-17.7%	25.5%	5.4%	-31.2%[inhibitor]	7.5%	-26.2%	?
C=CCn1c(SCc2ccc(C#N)cc2)nnc1-c1cccc(Cl)c1	?	-0.8%	-3.6%	-1.8%	-1.9%	14.1µM*	-19.9%	-5.5%	-2.7%
COc1cccc(NC(=O)CN2C(=O)CC(c3ccco3)Sc3ccccc32)c1 (stereo not given)	?	.	-3.7%	3.8%	?	?	?	.	.
COc1ccc(C)cc1NC(=O)CSc1nc2ccccc2nc1N1CC(C)OC(C)C1 (stereo not given)	?	11.1%	-13.0%	2.0%	-3.0%	-0.2%	-15.8%	9.3%	-12.1%
CCCCCCC[C@H](N)[C@H](O)C(=O)N(C)[C@@H](CCS(C)=O)C(=O)N[C@@H](Cc1ccc(O)cc1)C(=O)N[C@@H](Cc1ccc(O)cc1)C(=O)O (stereo not given in full)	14.4%	0.0%	7.8%	-4.8%	-5.8%	7.3%	15.5%	-1.8%	-7.3%
O=C(CNC(=O)/C(=C/c1ccccc1)NC(=O)c1ccc(Br)cc1)OCc1ccccc1	?	-7.7%	-12.1%	7.2%	-7.2%	-4.0%	-8.9%	-4.1%	-1.3%
CC(C)(C)C1CCc2c(sc(NC(=O)c3cc(C4CC4)on3)c2C#N)C1 (stereo not given)	0.8%	0.0%	23.7%	-5.5%	0.0%	-5.3%	-9.2%	-6.6%	5.8%

# Three records picked at random from those above:
compound	GLP1R inv ag	SW480 rereplic	GLP1R cytotox	GLP-1R agonist	KB-3-1 cytotox	TDP-43 yeast inh	KB-V1 cytotox	HT1080NT lethal	HT1080 IDH1KD tx
O=C(Nc1c(Cl)cccc1Cl)c1cc(-c2ccco2)on1	10.1%	-13.8%	-15.8%	11.2%	7.0%	-8.1%	6.8%	19.3%	17.7%
O=C(CNC(=O)/C(=C/c1ccccc1)NC(=O)c1ccc(Br)cc1)OCc1ccccc1	?	-7.7%	-12.1%	7.2%	-7.2%	-4.0%	-8.9%	-4.1%	-1.3%
CCCCCCC[C@H](N)[C@H](O)C(=O)N(C)[C@@H](CCS(C)=O)C(=O)N[C@@H](Cc1ccc(O)cc1)C(=O)N[C@@H](Cc1ccc(O)cc1)C(=O)O (stereo not given in full)	14.4%	0.0%	7.8%	-4.8%	-5.8%	7.3%	15.5%	-1.8%	-7.3%
